# NPYLR7 agonist – agonists of mosquito NPYLR7 receptor, primary screen, cell-based, Aedes aegypti, calcium fluorescence, mosquito biting behavior; Aedes aegypti neuropeptide Y-like receptor 7 (NPYLR7); HEK293T NPYLR7/Galpha15, GCaMP6s calcium fluorescence; activation, % at 10 µM; 0.15% of 270,000 active; AID 1259423, 2018; in the data active = activation above about 40%;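 note: 0% = vehicle and 100% = reference agonist at the receptor; some compounds past the cut are filed as inactive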
# mcGAS lum – cyclic GMP-AMP synthase inhibitors, mouse, primary biochemical chemiluminescence. 0.15% of 160,000 active. inhibition, % at 12.5 µM. recombinant cGAS, Kinase-Glo ATP depletion luminescence. AID 1259399, 2018;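 note: 0% = negative control wells and 100% = reference inhibitor with no enzyme activity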
# hcGAS lum – Primary biochemical luminescence assay for human cyclic GMP-AMP synthase inhibitors; recombinant h-cGAS, ATP depletion, Kinase-Glo luminescence; 0.081% of 290,000 active; Q8N884; inhibition, % at 12.5 µM;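 note: 0% = vehicle reaction and 100% = reaction without DNA for no activity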
# Target sequence (Q8N884 whole entry, looked up): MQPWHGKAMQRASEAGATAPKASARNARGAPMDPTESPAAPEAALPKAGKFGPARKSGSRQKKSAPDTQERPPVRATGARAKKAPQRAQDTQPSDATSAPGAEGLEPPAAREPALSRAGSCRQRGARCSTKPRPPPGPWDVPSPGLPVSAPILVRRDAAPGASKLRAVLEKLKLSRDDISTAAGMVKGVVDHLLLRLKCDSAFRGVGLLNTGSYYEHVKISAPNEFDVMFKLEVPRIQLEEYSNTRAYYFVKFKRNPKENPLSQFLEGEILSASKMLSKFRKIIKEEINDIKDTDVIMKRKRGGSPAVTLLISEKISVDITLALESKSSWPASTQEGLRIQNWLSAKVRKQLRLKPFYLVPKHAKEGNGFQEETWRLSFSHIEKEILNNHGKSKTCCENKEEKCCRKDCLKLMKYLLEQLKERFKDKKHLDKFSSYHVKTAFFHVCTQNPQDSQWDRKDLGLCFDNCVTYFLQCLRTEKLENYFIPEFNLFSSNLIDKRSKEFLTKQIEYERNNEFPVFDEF
# An asterisk follows results filed as active; / = not tested or not shown; & = joins results of further samples. Cut-off read from the data, not from the text of the source, unless noted: active = inhibition above about 40%; inactive = the rest.
SMILES,NPYLR7 agonist,mcGAS lum,hcGAS lum
O=C(COC(=O)c1ccc(Br)cc1)NC(=O)NCc1ccccc1,-3,-16,-7
COc1ccccc1Nc1nc(-c2cnc(N3CCN(C)CC3)nc2C)cc(=O)[nH]1,-1,-7,-2
CCN1C(=O)/C(=C\C=C2/C=Cc3ccccc3N2CC)N(c2ccccc2)C1=S,-1,/,-4
CCOC(=O)c1ccccc1NC(=O)N1CCc2ccccc2C1c1ccc(C)cc1 (stereo not given),19,-6,-4
C[C@@H]1CN(C(=O)CSc2ccc(C(F)(F)F)cn2)C[C@H](C)O1,-1,-3,-6
CC(NC(=O)c1cc2ccsc2n1Cc1cccc(F)c1)c1ccccc1 (stereo not given),-3,-5,-8
CCOC(=O)CC1C(=O)NCCN1C(=O)CC1=C(C)/C(=C/c2ccc(S(C)=O)cc2)c2ccc(F)cc21 (stereo not given),-7,/,-8
COc1cccc(Cn2ccnc2CN(CCN(C)C)S(=O)(=O)c2ccc(C)cc2)c1,4,-2,1
CC(C)N(C)C(=O)C1CCN(Cc2nc3cc(Cl)ccc3s2)CC1,1,5,4
COCCCNC(=O)CN1CN(c2ccccc2)C2(CCN(C(=O)c3ccc(Cl)cc3Cl)CC2)C1=O,/,-10,-11
S=c1[nH]nc2n1CCN2c1ccccc1,-4,/,1
Nc1ncnc2nc(SCc3ccccc3)[nH]c12,-4,-6,-1
CCN(CC)CCCC(C)NC(=O)c1cc(-c2ccc(OC)cc2OC)nn1-c1cc(C)ccc1C (stereo not given),-3,-4,-9
CCOc1ccc(-c2cc(C(=O)OC)[nH]n2)cc1,5,-8,-5
O=C1CCCCCN1Cc1nc(Cc2ccccc2)n[nH]1,6,/,-8
CCN1CC=C2C(C1)C(c1ccncc1)C(C#N)C(=N)C2(C#N)C#N (stereo not given),27,/,-10
COc1cccc(C(=O)NCc2ccc(-c3ncc(-c4ccc(F)cc4)[nH]3)cc2)c1,-3,-6,-6
C#CCOCC(O)CN(Cc1ccc2c(c1)OCO2)Cc1cc(C)ccc1C (stereo not given),23,-4,0
CCCCc1ccc(S(=O)(=O)N2CCN(c3c(Cc4ccccc4)c(C)nc4ncnn34)CC2)cc1,/,-8,-9
Cc1cc(Cl)cc(Cl)c1CNC(=O)C1CC2(CCNCC2)CN1 (stereo not given),8,/,-8
C=CCC(NC(C)=O)C(=O)N1CCCN(Cc2cnn(CC)c2)CC1 (stereo not given),-1,/,-12
CCN(Cc1ccccc1)c1nc(-c2ccc(Oc3ccccc3)cc2)nc2ccccc12,1,-4,0
CCc1cc(Oc2cccc(OC)c2)nc(SCc2ccccc2C)n1,2,-4,-2
CN(Cc1ccccc1O)S(=O)(=O)CC1CCCCC1,7&9,-5,-8&-10
Nc1cc(N2CCCCC2)nc(N2CCCCC2)n1,-1,/,-7

# (cont.)
SMILES,NPYLR7 agonist,mcGAS lum,hcGAS lum
CCOC(=O)C1(CCc2ccccc2)CCN(C(=O)c2cc(C(F)(F)F)[nH]n2)CC1,32,-9,-7
C#CCN(CC#CC)C(=O)Nc1cccnc1OC,0,/,1
COc1ccc(-n2c(SCc3ccccc3)nc3c(c2=O)SCC3)cc1OC,22,-7,-5
CCc1nnsc1C(=O)N(C)CC(=O)Nc1ccccc1,-1,-4,-2
O=S1(=O)CCC(Nc2ccccc2)C1 (stereo not given),10&-2,-5&-2,-5&-3
COc1cc(OC)c(NC(=O)CN2CCc3sccc3C2c2cccs2)cc1Cl (stereo not given),-6,-7,-4
O=C(NNc1nc2c(F)cccc2s1)c1cc(=O)c2ccccc2o1,2,13,7
Nc1ccc2oc(-c3ccc(F)cc3)nc2c1,4,-6,1
O=C(NCC(=O)N1CCOC(COc2ccc3c(c2)CCCC3)C1)c1ccco1 (stereo not given),7,-4,-2
Cc1c(N=Cc2cc(Br)ccc2O)c(=O)n(-c2ccccc2)n1C,14,/,-8
O=C(NCC1CCCO1)c1ccc(-c2ccc(F)cc2)s1 (stereo not given),28,-7,-5
CCCCN(CCC(=O)NCCc1ccc(OC)c(OC)c1)c1nc(Cc2ccc(F)cc2)ns1,3,-7,-10
CC1(C)CC1(CNC(=O)CCC(=O)NC1CCCC1)c1ccccc1 (stereo not given),-4,-16,-4
CCCN(C(=O)c1oc2c(Cl)cccc2c1C)C1CCS(=O)(=O)C1 (stereo not given),8,/,-8
COc1nc(C)cc(C)c1CNC(=O)CCc1scnc1C,1,-11,-7
Cc1nc(CN2CCN(S(C)(=O)=O)CC2)cs1,-3,/,-5
O=[N+]([O-])C1=CC=C2C(=NC3(CCCCC3)N2O)C1=NC1CCCCC1,-10,-13,-15
CCNC(=O)C(C1CCCC1)N1CCN(C(=O)c2ccc(-c3ccccc3)cc2)CC1 (stereo not given),-4,-4,-2
CCN(CC1CCOC1)C(=O)C1CCCCN1S(C)(=O)=O (stereo not given),6,/,-10
CC(C)(C)c1csc(Nc2nc3cc4c(cc3s2)OCO4)n1,-5,-7,-7
O=C(NC1CC1)c1nn(-c2cccc(C(F)(F)F)c2)c(=O)n(Cc2ccc(F)cc2)c1=O,1,-4,-1
Cc1csc(Cn2cc(CNC(=O)OCc3ccccc3)cn2)n1,4,-17,-8
CC(C)(Cc1c[nH]c2ccccc12)NC(=O)c1ccc2c(c1)CCO2,-8,-3,-9
CC(C)c1ccccc1N1C(=O)CSC1c1ccc(NC(=O)C(Cl)c2ccccc2)cc1 (stereo not given),/,-7,-11
O=C(Cc1ccccc1)N(Cc1cccnc1)c1nc2ccc(F)cc2s1,-14,-4,0

# Additional compounds
SMILES,NPYLR7 agonist,mcGAS lum,hcGAS lum
CCOc1ccc(C(=O)NCC(=O)NC2CCC(C)CC2)cc1OCC (stereo not given),-1,-10,-6
CCOc1cc2c(cc1NC(=O)c1ccc[nH]c1=O)OC(C)C2 (stereo not given),6,-9,-11
CCS(=O)(=O)c1ccc(C(=O)N(C)c2cccc3ccccc23)cc1,7,/,-6
CC(C)N(CC(=O)Nc1cc(C(C)(C)C)nn1C)C(=O)C(Cl)c1ccccc1 (stereo not given),15,-6,5
CC(C)Cn1c(C2CC(=O)N(c3ccc(F)cc3)C2)nc2ccccc21 (stereo not given),-3,-2,-4
O=C(c1ccc([N+](=O)[O-])cc1Cl)N1CCc2nc(-c3ccccc3)nc(N3CCCCC3)c2C1,14,-5,-1
O=C(/C=C/c1ccccc1)NCC1Cc2cc(F)cc(F)c2O1 (stereo not given),20,-10,-8
CC(C)CN1CCNC(=O)C1CC(=O)N1CCC(Cc2ccc(F)cc2)CC1 (stereo not given),2,-10,-6
CC(NC(=O)N1CCN(CC(=O)Nc2ccc(F)cc2)CC1)c1ccccc1Br (stereo not given),2,/,-15
COc1ccc(-c2cc(C(=O)Nc3cccc(Cl)c3)c3ccccc3n2)cc1,-5,/,-2
CN(CC(O)CO)C(=O)CC12CC3CC(CC(C3)C1)C2 (stereo not given),8,/,-3
C=CCCC(=O)N1CCC(c2nc(-c3ccc(Cl)cc3)no2)CC1,3,-5,-8
Cc1cccc(-n2c(C)cc(C(=O)N3CCOCC3CC(O)c3ccco3)c2C)c1 (stereo not given),8,/,-12
CCN(C)CCNC(=O)Nc1nc2c(COC)cccc2s1,9,/,-10
CCOC(=O)c1[nH]c(C)c(C(=O)CN(C(=O)CCC2CCCC2)C2CC2)c1C,-2,1,0
Cc1nn(-c2ccccc2)c(N)c1N=Nc1cccc(Cl)c1,2,/,-5
CNC(=O)Cn1c(CO)cnc1SCc1ccc(Br)cc1,21,-7,-3
CC(C)N(Cc1c(-c2ccccc2)nn(C)c1Oc1ccc(F)cc1F)CC(O)c1ccccc1 (stereo not given),-10,-5,-6
CC(=O)c1ccc(Sc2nnnn2-c2ccccc2)c([N+](=O)[O-])c1,1,15,-4
Cn1nnc2c(SCC(N)=O)ncnc21,0,/,-6
CC(=O)CC(c1ccccc1)S(=O)(=O)c1ccccc1 (stereo not given),10,/,-6
N#Cc1cccc(NC(=O)N2CCc3ccccc3C2c2ccccc2Cl)c1 (stereo not given),-1,-7,-3
CCC(C(=O)Nc1cc(C)nn1C(CC)CC)n1cccn1 (stereo not given),-2,-8,0
COCCN(Cc1ccc(OC)c(OS(C)(=O)=O)c1)C(=O)c1cccc([N+](=O)[O-])c1,/,-4,-2
CN1C(=O)c2ccc(N3C(=O)c4ccc(Br)cc4C3=O)cc2C1=O,4,/,-6

# Compounds shown so far with two or more sulfur atoms:
SMILES,NPYLR7 agonist,mcGAS lum,hcGAS lum
COc1ccc(-n2c(SCc3ccccc3)nc3c(c2=O)SCC3)cc1OC,22,-7,-5
COc1cc(OC)c(NC(=O)CN2CCc3sccc3C2c2cccs2)cc1Cl (stereo not given),-6,-7,-4
Cc1nc(CN2CCN(S(C)(=O)=O)CC2)cs1,-3,/,-5
CC(C)(C)c1csc(Nc2nc3cc4c(cc3s2)OCO4)n1,-5,-7,-7

# Whole records, looked up by structure. Values in the order: NPYLR7 agonist, mcGAS lum, hcGAS lum
# Results for CCOC(=O)c1[nH]c(C)c(C(=O)CN(C(=O)CCC2CCCC2)C2CC2)c1C = -2, 1, 0
# Results for C=CCCC(=O)N1CCC(c2nc(-c3ccc(Cl)cc3)no2)CC1 = 3, -5, -8
# Results for CC(C)CN1CCNC(=O)C1CC(=O)N1CCC(Cc2ccc(F)cc2)CC1 (stereo not given) = 2, -10, -6
# Results for CCN(C)CCNC(=O)Nc1nc2c(COC)cccc2s1 = 9, /, -10
# Results for CC(C)N(Cc1c(-c2ccccc2)nn(C)c1Oc1ccc(F)cc1F)CC(O)c1ccccc1 (stereo not given) = -10, -5, -6

# (more compounds)
SMILES,NPYLR7 agonist,mcGAS lum,hcGAS lum
CCCCNC(=O)C1(C)CCN1C(=O)c1cc(F)ccc1C (stereo not given),3,-6,-12
O=C(NCc1ccccn1)c1cc(-c2ccc3c(c2)OCO3)nc2ccccc12,-8,-6,-6
CC(C)C(CNC(=O)c1cccn(C)c1=O)N(C)C (stereo not given),0,-7,-4
O=Cc1c(N2CCCC2)nc2ccccn12,2,/,-3
CCn1c(SCC(=O)N2C(C)CCCC2C)nnc1-c1ccccc1 (stereo not given),1,/,-5
CC1CCCN(CCNS(=O)(=O)c2ccc3ccccc3c2)C1 (stereo not given),0,/,0
Oc1cccc(Nc2nccc3[nH]c(-c4ccccc4)cc23)c1,-3,-3,1
CCCCc1ccc(S(=O)(=O)N2CCN(c3nc4nccc(-c5cccc(C(F)(F)F)c5)n4n3)CC2)cc1,/,-6,-5
Cn1c(=O)[nH]c(=O)c2c1nc(NCCOCCO)n2Cc1ccccc1Cl,1,-2,5
CC(C)CNC(=O)C(C)Oc1ccc2c(c1)C(c1ccc(F)cc1)N(C(=O)C1CC1)CC2 (stereo not given),/,-2,0
CN(C(=O)CSc1ccccc1C(=O)O)c1ccc([N+](=O)[O-])cc1,-2,-1,0
COc1ccc(CCNc2ncc(C)c(-c3cnn(C)c3)n2)cc1OC,-2,-7,1
Cc1c(F)cccc1N1C(=O)CSC1c1cccc(NC(=O)COc2ccccc2)c1 (stereo not given),19,-9,-9
CCc1cc(CN(C)C(=O)c2c(-c3ccccc3)noc2C)on1,1,/,-4
CCNC(=O)C1Cc2ccccc2N1C(=O)c1ccco1 (stereo not given),13,0,0
CCc1nc2c(OCC(=O)N(C)C)cccn2c1N(C)C(=O)c1cccs1,9,-3,-4
O=C(/C=C/c1cccs1)N(Cc1cccnc1)c1nc2cc3c(cc2s1)OCO3,-12,-9,-4
CCc1ncc(C(=O)NCC(c2ccc(C)o2)N2CCOCC2)cn1 (stereo not given),-8,-3,1
O=C(c1cccs1)N(Cc1cccnc1)c1nc2cc3c(cc2s1)OCCO3,-17,-6,-6
Cc1[nH]cnc1C(=O)NCc1cccnc1-n1cnc2ccccc21,/,-15,-4
CCC(=O)Nc1c(-c2cc(C)cc(C)c2)nc2cc(C)ccn12,4,-10,-7
COC(=O)C1CCN(c2ccc(Cl)nn2)CC1,-6,/,6
Cc1ccc(CN(Cc2ccc3c(c2)OCO3)CC(O)COc2ccccc2)s1 (stereo not given),23,33,-8
Cn1cccc1C=NNC(=O)CN1CCN(Cc2ccccc2)CC1,-2,-5,-5
O=C(O)C1(CC2CC2)CCCN(S(=O)(=O)CCC(F)(F)F)C1 (stereo not given),/,-7,-12

# The results go on.
SMILES,NPYLR7 agonist,mcGAS lum,hcGAS lum
COc1cc(C[C@@H](CO)[C@H](CO)Cc2ccc(O)c(OC)c2)ccc1O,-7,/,-1
O=C(c1ccc2c(c1)OCCO2)C1CCN(C(=O)c2ccncc2)CC1,12,/,-12
Cc1ccc(Cl)c2sc(N(CCCN(C)C)C(=O)c3ccno3)nc12,0,/,2
CCCCCN(C(=O)/C=C/c1ccccc1)C(CC)c1nc2ccccc2c(=O)n1-c1ccccc1OC (stereo not given),9,-3,2
Cc1ccc(-c2cc(C(=O)N3CCN(C/C=C/c4ccccc4)CC3)n(-c3ccccc3)n2)cc1C,-5,-2,-6
CC(C)N(Cc1cc(Cl)ccc1OS(=O)(=O)c1ccc(F)cc1)C(=O)c1cccc(F)c1,12,-4,-8
COc1ccc(NC(=O)c2cc(S(=O)(=O)N3CCCC3)cn2C)cc1OC,0,/,-7
COCC(=O)N(Cc1ccccc1OS(C)(=O)=O)C1CC1,25,-3,-5
CCC(=O)NS(=O)(=O)c1cccnc1Nc1ccc(Cl)c(C(F)(F)F)c1,-4,/,1
CC1=NOC(Cc2ccccc2)C(=O)N1C (stereo not given),4,/,-3
COC(=O)c1ccc(OC(=O)c2cccc(S(=O)(=O)N3CCCc4ccccc43)c2)cc1,-7,-2,-2
